Assay outcomes deposited in PubChem BioAssay by National Center for Advancing Translational Sciences (NCATS).
RGS12 GoLoco inh – qHTS Assay for Inhibitors of RGS12 GoLoco Motif Activity (Red Fluorophore) | actives 0.44% (n = 230,000) | Guanine nucleotide-binding protein G(i) subunit alpha-1 (Homo sapiens), P63096 | Gai1:RGS12 GoLoco peptide FP, rhodamine, 10 min | Potency, µM (doses to about 61.6 µM), for inactives: at the top dose activity, negative = inhibition, hits mostly inhibitors; active = well fitted inhibition curve with a large enough effect, not every such curve was filed as active; inactive = no such curve, though single readings can be large or run the other way; note: % is set by controls: 0 for no effect and ±100 for the full control effect; nearly all actives have a fitted effect of over 30% in size; many of its hits are not listed in these tables
Target sequence (P63096 whole entry, looked up): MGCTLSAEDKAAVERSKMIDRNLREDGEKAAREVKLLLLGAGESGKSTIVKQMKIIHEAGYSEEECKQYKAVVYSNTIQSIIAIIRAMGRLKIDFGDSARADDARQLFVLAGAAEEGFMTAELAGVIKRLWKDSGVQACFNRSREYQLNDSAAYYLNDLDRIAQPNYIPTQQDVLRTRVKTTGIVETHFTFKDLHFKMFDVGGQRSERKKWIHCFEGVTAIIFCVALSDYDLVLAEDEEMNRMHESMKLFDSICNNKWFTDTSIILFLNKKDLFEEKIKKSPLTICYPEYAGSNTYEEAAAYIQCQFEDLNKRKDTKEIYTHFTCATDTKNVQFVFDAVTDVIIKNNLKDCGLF
GAA glycogen mod – qHTS Assay for Inhibitors and Activators of Human alpha-Glucosidase Cleavage of Glycogen; Potency, µM (doses to about 76.4 µM), for the others: top-dose activity change, negative = inhibition, most hits filed as inhibitors; AID 2100, 2009; recombinant GAA, glycogen substrate, Amplex Red glucose oxidase fluorescence; Lysosomal alpha-glucosidase (Homo sapiens), P10253; actives 0.38% (n = 300,000);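 note: 0% = full enzyme reaction and -100% = no-enzyme basal signal; the screen sought inhibitors and activators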
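Recombinant enzyme (4 nM final) with compounds titrated up to 77 uM and bovine liver glycogen (30 ug) in citrate pH 5.0, 0.01% Tween-20, 37 C 40 min. Released glucose detected by Amplex Red/glucose oxidase (Ex 573/Em 610); AC50 from Hill fits.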
aGlu spleen mod – qHTS Assay for Inhibitors and Activators of Human alpha-Glucosidase From Spleen Homogenate | Lysosomal alpha-glucosidase (Homo sapiens), P10253 | human spleen homogenate, 4-MU-alpha-glucoside fluorescence | Potency, µM (doses to about 79.9 µM), inactives show at the top dose activity change, negative = inhibition, most hits filed as inhibitors | actives 0.006% (n = 240,000) | AID 2112, 2009;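 note: 0% = enzyme with vehicle and -100% = no enzyme basal signal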
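Human spleen homogenate (1 ug) incubated with compounds and 1 mM 4-methylumbelliferyl-alpha-D-glucopyranoside in pH 5.0 citrate/phosphate buffer, 37 C, 40 min. Stopped at pH 10; 4-MU fluorescence (Ex 365/Em 440 nm); AC50 by Hill fit.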
KDM4E inh – qHTS Assay for Inhibitors of Human Jumonji Domain Containing 2E (JMJD2E); JMJD2E catalytic domain, FDH-coupled NADH fluorescence (FDH is formaldehyde dehydrogenase); Potency, µM (top dose mostly 57.1 µM), for inactives: top-dose activity change, negative = inhibition, hits mostly inhibitors; actives 1.6% (n = 230,000); active = well fitted inhibition curve with a large enough effect, not every such curve was filed as active; inconclusive = small, poorly fitted or top-dose-only effect, or another doubt; inactive = no such curve, though single readings can be large or run the other way;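 note: 0% = wells with enzyme and -100% = buffer wells without enzyme; nearly all actives have a fitted effect of over 50% in size; many of its hits are not listed in these tables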
Target sequence (B2RXH2 1-337 limits assumed): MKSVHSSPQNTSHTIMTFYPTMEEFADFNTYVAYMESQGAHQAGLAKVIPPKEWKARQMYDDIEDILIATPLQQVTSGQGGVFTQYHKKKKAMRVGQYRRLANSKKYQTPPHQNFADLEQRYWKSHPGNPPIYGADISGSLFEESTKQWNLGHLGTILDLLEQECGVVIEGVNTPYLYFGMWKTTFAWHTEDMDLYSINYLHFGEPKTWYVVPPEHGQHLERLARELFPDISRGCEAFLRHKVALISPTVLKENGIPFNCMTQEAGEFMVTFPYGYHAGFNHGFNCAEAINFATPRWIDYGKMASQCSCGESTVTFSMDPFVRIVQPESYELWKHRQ
SMN2 splice enh – qHTS Assay for Enhancers of SMN2 Splice Variant Expression; AID 1458, 2008; actives 2.8% (n = 210,000); HEK293 SMN2-luciferase splicing reporter, luminescence, 30-36 h; Potency, µM (doses to about 46.1 µM), inactives show at the top dose activity change, positive = activation, most hits filed as activators; note: % of control where 0% means no effect; nearly all actives have a fitted effect of over 55% in size
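HEK293 cells carry an SMN2 minigene-luciferase reporter in which exon 7 inclusion puts luciferase in frame. Cells were seeded at 2000 cells/well, attached for 10-12 hours, then exposed to compounds for 30-36 hours at 37C before ONE-Glo luminescence.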
GAA inh – qHTS Assay for Inhibitors of Human alpha-Glucosidase as a Potential Chaperone Treatment of Pompe Disease; Lysosomal alpha-glucosidase (Homo sapiens), P10253; purified human GAA, 4-MU-alpha-glucoside fluorescence; Potency, µM (top dose mostly 76.9 µM), for inactives: top-dose activity change, negative = inhibition, hits mostly inhibitors; actives 0.005% (n = 200,000);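 note: plate controls were uninhibited enzyme wells for no effect and no-enzyme background for full effect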
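qHTS format, compound range up to 77 uM. Human lysosomal enzyme at 4 nM, 400 uM 4-MU glucoside substrate, pH 5.0, 20 min room temperature; fluorescence after alkaline stop gives activity normalized to controls.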
ALDH1A1 block – qHTS Assay for Inhibitors of Aldehyde Dehydrogenase 1 (ALDH1A1); Aldehyde dehydrogenase 1A1 (Homo sapiens), P00352; Purified ALDH1A1, NADH fluorescence, propionaldehyde substrate; Potency, µM (doses to about 75.3 µM), for inactives: at the top dose activity, negative = inhibition, hits mostly inhibitors; actives 7.3% (n = 220,000); AID 1030, 2008; active = well fitted inhibition curve with a large enough effect, not every such curve was filed as active; inconclusive = small, poorly fitted or top-dose-only effect, or another doubt; inactive = no such curve, though single readings can be large or run the other way;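 note: plate controls were no enzyme wells and a reference inhibitor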
aGal spleen mod – qHTS Assay for Inhibitors and Activators of Human alpha-Galactosidase From Spleen Homogenate. Alpha-galactosidase A (Homo sapiens), P06280. human spleen homogenate, 4MU-alpha-Gal fluorescence, 40 min. Potency, µM (top dose mostly 80 µM), inactives show top-dose activity change, negative = inhibition, hits mostly inhibitors. actives 0.008% (n = 240,000). AID 2107, 2009;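 note: 0% = enzyme with vehicle and -100% = no enzyme basal signal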
Target sequence (P06280 32-429 limits assumed): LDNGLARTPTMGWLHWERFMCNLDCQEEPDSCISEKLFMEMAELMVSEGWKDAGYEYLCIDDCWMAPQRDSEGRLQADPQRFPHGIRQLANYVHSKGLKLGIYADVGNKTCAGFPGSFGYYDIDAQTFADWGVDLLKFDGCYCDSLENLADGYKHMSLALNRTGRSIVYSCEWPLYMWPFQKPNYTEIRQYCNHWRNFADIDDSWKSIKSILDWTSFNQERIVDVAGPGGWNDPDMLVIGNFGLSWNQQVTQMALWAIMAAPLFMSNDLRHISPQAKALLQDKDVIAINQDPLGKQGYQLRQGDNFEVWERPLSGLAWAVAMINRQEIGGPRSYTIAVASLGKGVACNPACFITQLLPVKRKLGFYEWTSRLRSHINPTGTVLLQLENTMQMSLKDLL
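Spleen homogenate 1 ug + cpd (titration) + 4-MU-alpha-D-galactopyranoside 1 mM; 37C 40 min; 50 mM citrate/phosphate pH 5.0, 0.01% Tween-20; stop pH 10; fluorescence 365/440; AC50 via Hill.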
Starred values were filed as active, the others as inactive; ? = inconclusive; . = no result given; [ ] = dose if it differs, or a comment. Unless noted, calls come from the whole dose curve; as a rule, active = well fitted curve in the direction sought with a large enough effect; inconclusive = small, poorly fitted or top-dose-only effect, or another doubt; inactive = no such curve, though single readings can be large; an effect the other way counts as inactive or inconclusive. Potency is the fitted concentration of half-maximal effect. A portion of the library, so the mix of outcomes need not match the whole.

SMILES	RGS12 GoLoco inh	GAA glycogen mod	aGlu spleen mod	KDM4E inh	SMN2 splice enh	GAA inh	ALDH1A1 block	aGal spleen mod
O=C(NN=C1CCCCC1)c1cc(-c2ccccc2)n[nH]1	-2%	?	-14%	16%	2%	-4%	8%	3%
CCOC(=O)c1c(NS(=O)(=O)c2cccc(OC)c2)sc2c1CCC2	17%	?	-5%	?	-2%	-1%	10µM*	2%
Cn1c(CCC(=O)Nc2ccc(N3CCOCC3)cc2)nc(=O)c2ccccc21	2%	-3%	-1%	7%	3%	6%	10%	2%
O=C(COC(=O)CNC(=O)c1cccs1)Nc1ccccc1C(F)(F)F	2%	10%	-5%	4%	2%	-2%	6%	-12%
COc1cc(NC2c3ccccc3C(=O)N2c2ccc(C)cn2)cc(OC)c1OC (stereo unspecified)	5%	-5%	-5%	0%	11µM*	0%	-5%	-3%
CC1(C)OCC(CSC2=C(SCC3COC(C)(C)O3)C(=O)c3ncccc3C2=O)O1 (stereo unspecified)	-34%	.	10%	1µM*	-32%[inhibitor]	.	2.5µM*	12%
CCOc1ccc2cc(/C=C/C(=O)c3ccco3)c(Cl)nc2c1	-2%	1%	-1%	-3%	6%	2%	?	-6%
N#CCCn1c(=O)cnc2cnc(Oc3cccc(Cl)c3)nc21	0%	.	-5%	.	.	.	2%	-23%
O=C(COc1ccc2ccccc2c1)NC1CC1	6%	1%	-17%	-3%	-14%	-3%	-7%	-2%
CCOc1ccc(S(=O)(=O)N2CCN(Cc3ccccc3)CC2)c2cccnc12	10%	-14%	-19%	-7%	-32%[inhibitor]	-26%	-15%	-1%
Cc1cc(C)n(CC2CC(=O)N(c3ccc(F)c(Cl)c3)C2=O)n1 (stereo unspecified)	-10%	0%	-3%	6%	-15%	-6%	1%	-1%
CNCc1sccc1C	5%	3%	4%	10%	.	1%	3%	7%
CCOC(=O)N1CCN(CC(=O)N2c3ccccc3CCc3ccccc32)CC1	9%	5%	1%	?	0%	-5%	-3%	-18%
COc1ccc(C(=O)CCN2CCCCCC2)cc1	1%	5%	0%	-3%	-12%	-2%	0.063µM*	5%
Cc1cccc(C)c1Nc1nnc(SCC(=O)Nc2ncc(C(F)(F)F)cc2Cl)s1	12%	-4%	1%	-7%	-1%	3%	?	2%
COc1ccc(CC(=O)Nc2cc(C)on2)cc1	4%	4%	7%	?	12%	-14%	0%	7%
COC(=O)c1nnc(C(=O)NCc2ccccc2)c2[nH]c3ccccc3c12	10%	.	-2%	6%	-6%	.	-1%	-8%
CCCSc1nc(C)cc(C)c1C(N)=O	-2%	0%	-4%	2%	3%	0%	0%	-3%
CC(=O)N=C1SC2CS(=O)(=O)CC2N1c1ccc(-c2nc3ccc(C)cc3s2)cc1 (stereo unspecified)	60%[activator]	8%	-5%	?	18µM*	5%	?	-2%
Cn1ccc(=NC=C(C#N)C#N)c2ccccc21	8%	-3%	-5%	-1%	9%	-2%	-12%	-9%
CC(C)CC(NC(=O)C(NC(=O)OC(C)(C)C)C(C)C)C(N)=O (stereo unspecified)	3%	6%	-2%	-5%	.	12%	11%	0%
CCCn1nnc(NC(=S)NC(=O)c2cccs2)n1	5%	-11%	3%	-8%	?	-4%	?	11%
CCCCCCCCCCCC(=O)NC1CCS(=O)(=O)C1 (stereo unspecified)	0%	-8%	-1%	4%	-3%	-25%	6%	-1%
O=C(Nc1ccc(OCc2ccccc2)cc1)c1cccc([N+](=O)[O-])c1	9%	1%	0%	1%	-2%	0%	13%	1%
Cc1c(N(C)C(=O)c2ccc3c(c2)OCO3)c(=O)n(-c2ccccc2)n1C	2%	2%	-1%	3%	5%	0%	10%	1%

Part of the list above, in CSV form:
SMILES,RGS12 GoLoco inh,GAA glycogen mod,aGlu spleen mod,KDM4E inh,SMN2 splice enh,GAA inh,ALDH1A1 block,aGal spleen mod
CCCn1nnc(NC(=S)NC(=O)c2cccs2)n1,5%,-11%,3%,-8%,?,-4%,?,11%
CCCCCCCCCCCC(=O)NC1CCS(=O)(=O)C1 (stereo unspecified),0%,-8%,-1%,4%,-3%,-25%,6%,-1%
O=C(Nc1ccc(OCc2ccccc2)cc1)c1cccc([N+](=O)[O-])c1,9%,1%,0%,1%,-2%,0%,13%,1%
Cc1c(N(C)C(=O)c2ccc3c(c2)OCO3)c(=O)n(-c2ccccc2)n1C,2%,2%,-1%,3%,5%,0%,10%,1%

(listing goes on)
SMILES	RGS12 GoLoco inh	GAA glycogen mod	aGlu spleen mod	KDM4E inh	SMN2 splice enh	GAA inh	ALDH1A1 block	aGal spleen mod
O=C(CCN1C(=O)C2C3C=CC(C3)C2C1=O)Nc1ccc2c(c1)OCO2 (stereo unspecified)	7%	-3%	-4%	4%	-4%	-7%	?	3%
Nc1cccc(-c2cn3cccnc3n2)c1	8%	-1%	.	-20%	7%	-9%	?	-1%
CCCOc1ccc(-c2nnn(CC(=O)c3c[nH]c4ccccc34)n2)cc1	104%	8%	-13%	-4%	-27%	-3%	9%	9%
O=c1cc(-c2cccc(F)c2)[nH]c2ccccc12	-2%[136 µM]	3%	4%[181 µM]	-1%	-27%	6%	4%[120 µM]	-2%[181 µM]
COc1ccc2oc(C)c(C(=O)c3ccc([N+](=O)[O-])cc3)c2c1	10%	-1%	-1%	-3%	-25%	7%	-4%	-12%
Cn1c(=O)c2c(-c3ccccc3)n(-c3ccccc3O)cc2n(C)c1=O	5%	5%	2%	?	-6%	-9%	?	-2%
Cc1cc(C)nc(/N=C(/NC(=O)Nc2ccc(Cl)c(Cl)c2)Nc2ccccc2)n1	11%	3%	6%	2%	-12%	-1%	4%	2%
CCn1cnc2sc(C(=O)N(Cc3ccc(N(C)C)cc3)Cc3ccco3)c(C)c2c1=O	-18%	?	-5%	-6%	-1%	-10%	8.9µM*	0%
O=C(CN1CCOCC1)Nc1ccc2c(c1)OC(F)(F)O2	2%	2%	13%	2%	3%	0%	4%	6%
O=C(c1ccco1)N1CCN(C(c2ccccc2Cl)c2nnnn2Cc2ccco2)CC1 (stereo unspecified)	-3%	-3%	-6%	-6%	-2%	-7%	11µM*	5%
COc1ccc(C(C)=O)cc1COC(=O)C(CO)NS(=O)(=O)c1ccc(Br)cc1 (stereo unspecified)	3%	3%	8%	3%	2%	0%	?	12%
CC(=O)N1CCC2(CC1)CC(=O)c1cc(OCC(=O)NCc3ccc(C)cc3)ccc1O2	-1%	6%	7%	?	-19%	?	?	?
Cc1cc(NCCN2CCCCC2)n2c(nc3ccccc32)c1C#N	4%	3%	-9%	?	-5%	?	-1%	-7%
S=C(Nc1ccccc1Cl)Nc1ccc(Cl)cc1Cl	0%	-2%	4%	5%	-26%	5%	?	6%
COc1ccc(C2C(C#N)=C(N)N(c3cccnc3)C3=C2C(=O)CC(C)(C)C3)cc1OC (stereo unspecified)	-3%	-1%	2%	2%	16%	-6%	5%	6%
Cn1cc(S(=O)(=O)Nc2ccc3c(c2)OCCO3)cn1	-6%	5%	-5%	-4%	.	-4%	-7%	2%
CCN(CC)C(C)C(=O)Nc1c2c(cc3c1CCC3)CCC2 (stereo unspecified)	2%	-4%	2%	-1%	7%	8%	-9%	5%
CC1=C(C(=O)NC(C)c2ccc3c(c2)OCCO3)C2(CCC(C)CC2)OC1=O (stereo unspecified)	2%	-2%	-2%	6%	3%	?	-8%	-2%
FC(F)(F)c1cc(CCN2C(=S)NC[C@@H]2c2ccccc2)cc(C(F)(F)F)c1	2%	-18%	-1%	-8%	.	.	.	-2%
CCOC(=O)NC(=O)/C(N=Nc1cc(C)cc(C)c1)=C(\C)O	-4%	-5%	11%	6%	16%	-1%	12%	7%
NCC1CCC(N)C(O[C@@H]2C(O)[C@H](O[C@H]3OC(CO)C(O)C(N)C3O)[C@@H](N)C[C@H]2N)O1 (stereo partly specified)	-5%	.	7%	6%	-3%	.	-5%	5%
CN(C)S(=O)(=O)c1ccc(NC(=O)C2CC3C=CC2C3)cc1 (stereo unspecified)	3%	-2%	-8%	4%	-4%	-10%	-3%	-3%
CC(C)Cc1nnc(NC(=O)CSc2ccccn2)s1	8%	-9%	2%	10%	-34%[inhibitor]	2%	?	2%
O=c1onc2n1-c1cc(Br)ccc1OC2	5%	.	15%	0%	-2%	.	-5%	19%
Nc1nc(-c2ccc(Cl)cc2)nn1C(=O)c1cccnc1	1%	2%	4%	-5%	.	-6%	0%	-4%

More results.
SMILES	RGS12 GoLoco inh	GAA glycogen mod	aGlu spleen mod	KDM4E inh	SMN2 splice enh	GAA inh	ALDH1A1 block	aGal spleen mod
C=CCn1c(SCC(=O)NCCOC)nnc1-c1cc2c(s1)CCC(CC)C2 (stereo unspecified)	10%	11%	-5%	0%	11%	-5%	?	2%
COc1ccc(C(=O)OCC(=O)c2ccc(C3CCCCC3)cc2)cc1	2%	-2%	-7%	0%	-85%[inhibitor]	1%	?	13%
Cc1noc(C)c1COc1cccc(C(=O)Nc2ccccc2N2CCOCC2)c1	6%	3%	-10%	6%	-12%	-12%	5%	-29%
Cc1ccc2c(c1)NC(=O)C(CC(=O)O)O2 (stereo unspecified)	-4%	-15%	-12%	-3%	2%	-4%	-3%	6%
COc1cc2c(cc1NC(=O)CSc1nc3ccc(C)cc3[nH]1)oc1ccccc12	-1%	-7%	0%	10%	4%	2%	-7%	3%
O=C(c1cccc(F)c1)N1CCCC(C(=O)N2CCN(c3ccccc3)CC2)C1 (stereo unspecified)	4%	0%	0%	4%	.	.	.	3%
Cc1onc(-c2ccccc2)c1-c1csc(COc2ccccc2)n1	1%	-1%	-1%	-2%	.	-10%	-7%	-7%
